# TR SRC2 fluor cs = Total Fluorescence Counterscreen for Inhibitors of the Interaction of Thyroid Hormone Receptor and Steroid Receptor Coregulator 2; AID 1479, 2009; 280,000 compounds, 0.29% hits; Potency, µM (top dose mostly 106 µM), for the others: top-dose fluorescence change, negative = quenching; TRb/SRC2 Texas Red total fluorescence interference; active = well fitted curve in either direction with a large enough effect; inconclusive = small, poorly fitted or top-dose-only effect
#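 Human TRb ligand-binding domain at 0.6 uM with 20 nM Texas Red SRC2 peptide in Tris buffer containing 1 uM T3 and 5% DMSO, incubated with compound 5 h at ambient temperature. Total fluorescence (555/632 nm) calculated as parallel + 2 × perpendicular.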
# RECQ1 inh = qHTS Assay for Inhibitors of RecQ-Like Dna Helicase 1 (RECQ1); Potency, µM (highest dose often 57.3 µM), inactives show at the top dose activity, negative = inhibition, most hits filed as inhibitors; 240,000 compounds, 0.54% hits; RECQ1 DNA unwinding, red fluorescence kinetic read; AID 2549, 2010;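 note: plate controls were vehicle for no effect and no enzyme for full effect; nearly all actives have a fitted effect of over 30% in size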
#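 50 nM RECQ1T1 preincubated 15 min with compound in Tris pH 8.0 buffer with MgCl2, DTT, Tween-20 and 2.5 ug/ml poly(dI-dC); started with 200 nM TAMRA/BHQ-2 forked duplex and 2 mM ATP. Unwinding read as fluorescence (525/598 nm), two reads 2 h apart.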
# TRb SRC2 PPI = qHTS for Inhibitors of the Interaction of Thyroid Hormone Receptor and Steroid Receptor Coregulator 2 | TRbeta-SRC2 peptide binding, fluorescence polarization; receptor liganded with 1 µM T3 | 280,000 compounds, 0.065% hits | Potency, µM (doses to about 106 µM), for the others: top-dose activity change, negative = inhibition, actives largely listed as inhibitors | AID 1469, 2008;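 note: plate controls were bound peptide for no effect and peptide without receptor for full effect; nearly all actives have a fitted effect of over 50% in size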
# Target sequence (P10828 whole entry, looked up): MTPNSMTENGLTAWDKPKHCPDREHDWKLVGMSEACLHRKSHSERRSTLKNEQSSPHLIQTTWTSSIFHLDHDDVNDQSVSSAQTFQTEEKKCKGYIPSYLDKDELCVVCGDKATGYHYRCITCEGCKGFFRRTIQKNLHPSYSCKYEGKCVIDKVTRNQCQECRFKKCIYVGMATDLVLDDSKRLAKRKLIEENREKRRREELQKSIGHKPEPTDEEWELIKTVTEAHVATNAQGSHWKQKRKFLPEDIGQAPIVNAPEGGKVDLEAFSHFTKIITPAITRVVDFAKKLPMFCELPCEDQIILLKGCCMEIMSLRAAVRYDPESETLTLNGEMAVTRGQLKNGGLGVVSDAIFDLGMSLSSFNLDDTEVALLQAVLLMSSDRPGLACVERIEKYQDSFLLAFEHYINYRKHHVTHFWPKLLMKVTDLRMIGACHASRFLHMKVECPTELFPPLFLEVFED
#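 Assay buffer: 20 mM Tris-HCl, 100 mM NaCl, 10% glycerol, 1 mM EDTA, 0.01% NP-40, 1 mM DTT, 1 uM T3, 5% DMSO; TRb LBD 0.6 uM, Texas Red SRC2 20 nM; FP after 5 hr.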
# GAA glycogen mod = qHTS Assay for Inhibitors and Activators of Human alpha-Glucosidase Cleavage of Glycogen. Lysosomal alpha-glucosidase (Homo sapiens), P10253. recombinant GAA, glycogen substrate, Amplex Red glucose oxidase fluorescence. Potency, µM (doses to about 76.4 µM), without a hit: at the highest dose activity change, negative = inhibition, usual class: inhibitors. 300,000 compounds, 0.38% hits. AID 2100, 2009;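 note: 0% = full enzyme reaction and -100% = no-enzyme basal signal; the screen sought inhibitors and activators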
#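 Recombinant enzyme (4 nM final) with compounds titrated up to 77 uM and bovine liver glycogen (30 ug) in citrate pH 5.0, 0.01% Tween-20, 37 C 40 min. Released glucose detected by Amplex Red/glucose oxidase (Ex 573/Em 610); AC50 from Hill fits.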
# GAA inh = qHTS Assay for Inhibitors of Human alpha-Glucosidase as a Potential Chaperone Treatment of Pompe Disease; Potency, µM (doses to about 76.9 µM), inactives show top-dose activity change, negative = inhibition, most hits filed as inhibitors; 200,000 compounds, 0.005% hits; purified human GAA, 4-MU-alpha-glucoside fluorescence; Lysosomal alpha-glucosidase (Homo sapiens), P10253;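 note: plate controls were uninhibited enzyme wells for no effect and no-enzyme background for full effect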
#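 qHTS format, compound range up to 77 uM. Human lysosomal enzyme at 4 nM, 400 uM 4-MU glucoside substrate, pH 5.0, 20 min room temperature; fluorescence after alkaline stop gives activity normalized to controls.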
# aGlu spleen mod = qHTS Assay for Inhibitors and Activators of Human alpha-Glucosidase From Spleen Homogenate. Lysosomal alpha-glucosidase (Homo sapiens), P10253. human spleen homogenate, 4-MU-alpha-glucoside fluorescence. Potency, µM (top dose mostly 79.9 µM), inactives show top-dose activity change, negative = inhibition, actives largely listed as inhibitors. 240,000 compounds, 0.006% hits;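 note: 0% = enzyme with vehicle and -100% = no enzyme basal signal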
#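 Enzyme source: human spleen homogenate, 1 ug/well. Buffer 50 mM citric acid/K phosphate pH 5.0, 0.01% Tween-20. 4-MU-alpha-glucoside 1 mM; 37 C x 40 min; NaOH/glycine stop; fluorescence.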
# GoLoco inh red = qHTS Assay for Inhibitors of RGS12 GoLoco Motif Activity (Red Fluorophore) | Guanine nucleotide-binding protein G(i) subunit alpha-1 (Homo sapiens), P63096 | Gai1:RGS12 GoLoco peptide FP, rhodamine, 10 min | Potency, µM (highest dose often 61.6 µM), for the others: top-dose activity, negative = inhibition, hits mostly inhibitors | 230,000 compounds, 0.44% hits; active = well fitted inhibition curve with a large enough effect, not every such curve was filed as active; inactive = no such curve, though single readings can be large or run the other way; note: nearly all actives have a fitted effect of over 30% in size; many of its hits are not listed in these tables
# Target sequence (P63096 whole entry, looked up): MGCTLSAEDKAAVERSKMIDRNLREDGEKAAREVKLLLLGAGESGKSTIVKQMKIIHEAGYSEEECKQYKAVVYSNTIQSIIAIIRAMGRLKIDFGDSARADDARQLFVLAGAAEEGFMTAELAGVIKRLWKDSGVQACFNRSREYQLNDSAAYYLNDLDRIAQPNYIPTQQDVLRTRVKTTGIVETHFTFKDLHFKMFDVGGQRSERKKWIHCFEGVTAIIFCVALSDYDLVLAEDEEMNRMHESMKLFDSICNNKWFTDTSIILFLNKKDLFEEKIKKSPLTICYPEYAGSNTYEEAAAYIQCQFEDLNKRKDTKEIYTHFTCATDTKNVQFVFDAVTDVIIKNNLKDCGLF
# L3MBTL1 inh = qHTS Assay for the Inhibitors of L3MBTL1 | 230,000 compounds, 0.66% hits | Potency, µM (series often up to 57.1 µM), inactives show top-dose activity, negative = inhibition, actives largely listed as inhibitors | AlphaScreen L3MBTL1–H3K9me1 peptide binding | Lethal(3)malignant brain tumor-like protein 1 (Homo sapiens), Q9Y468; note: nearly all actives have a fitted effect of over 60% in size
#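 L3MBTL1 50 nM + b-AHA-H3(1-15)K9me1 75 nM, 30 min RT; compound added, 30 min RT; streptavidin donor/Ni-chelate acceptor beads 10 ug/mL each final, 30 min RT dark; AlphaScreen read.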
# * = called active by the depositor; i = inactive; ? = inconclusive; · = not tested or not shown; & = joins results of further samples; [ ] = another dose, or the depositor's remark. Unless noted, calls come from the whole dose curve; as a rule, active = well fitted curve in the direction sought with a large enough effect; inconclusive = small, poorly fitted or top-dose-only effect, or another doubt; inactive = no such curve, though single readings can be large; an effect the other way counts as inactive or inconclusive. Unless noted, % is set by controls: 0 for no effect and ±100 for the full control effect; potency is the fitted concentration of half-maximal effect. Only part of the results is shown; count on the stated rates, not on these rows.
smiles,TR SRC2 fluor cs,RECQ1 inh,TRb SRC2 PPI,GAA glycogen mod,GAA inh,aGlu spleen mod,GoLoco inh red,L3MBTL1 inh
CN(Cc1c[nH]c2ccccc12)C1CCCCC1,0%,-1%,1%,-9%,4%,8%,2%,13%
C#CCOc1ccc2c(c1)c(C(C)=O)c(C)n2Cc1ccccc1,-3%,-2%,5%,-16%,·,-1%,-5%,9%
O=C(COc1ccccc1F)N1CCN(CCN2C(=O)c3cccc4cccc(c34)C2=O)CC1,-7%,-1%,-2%,4%,-2%,0%,2%,-6%
CC12CCC3C(CCC4C/C(=N/O)CCC43C)C1CCC2O (configuration not stated),-2%,-7%,2%,-3%,3%,-11%,-14%,3%
CCC(=NCCCn1ccnc1)c1c(O)n(Cc2ccccc2)c(=O)[nH]c1=O,0%,-10%,4%,14%,-3%,3%,-2%,·
COc1ccc(C2Oc3c(I)c(OC)cc(OC)c3CC2O)cc1OC (configuration not stated),?,-1%,-19%,·,·,7%,-9%,·
CCCCC/C=C\C/C=C\C/C=C\C=C\[C@H](CCCC(=O)O)OO,-3%&0%,3%,0%&-13%,·,·,-1%&-2%,2%&-3%,·
COc1ccc(C2NCCc3[nH]cnc32)cc1 (configuration not stated),-1%,-6%,-3%,-8%,4%,5%,11%,2%
O=S(=O)(c1ccc(Cl)cc1)N1CC1c1ccccc1 (configuration not stated),-1%,-3%,-2%,2%,-2%,-3%,6%,11%
CCOc1ccc(Cl)cc1CNCCc1ccccc1F,-2%,i,4%,-5%,·,-2%,10%,·
CCC(=O)c1cn(Cc2ccccc2C#N)c2ccccc12,2%,-2%,-1%,-13%,-9%,8%,4%,9%
Nc1cc(Cl)ccc1O,-1%,4%,-1%,·,·,10%,-11%,·
O=C(Nc1nc(-c2ccccc2)c(-c2ccccc2)s1)c1ccc(S(=O)(=O)N(CCCl)CCCl)cc1,-1%,i,-2%,10%,-5%,-2%,-2%,-7%
CC(C)(C)NC(=S)N1CCn2cccc2C1c1cccnc1 (configuration not stated),0%,-4%,11%,28%,0%,8%,3%,·
Cc1ccc2c(c1)N(CCC(=O)N1CCC3(CC1)OCCO3)C(=O)CO2,-2%,-12%,-16%,?,-6%,3%,0%,-13%
Cc1cc(NC(=O)COC(=O)c2c(C)nn(Cc3ccccc3)c2C)no1,0%,-11%,2%,6%,-15%,2%,-23%,·
CC(/C=C(\C)Nc1ccccc1)=Nc1ccccc1,-7%,-11%,-2%,4%,1%,-9%,-8%,6%
O=C(COC(=O)Cc1ccccc1)Nc1ccc(F)cc1,1%,-2%,-3%,-17%,11%,-2%,5%,6%
COc1ccc(N2C(=O)NC(=O)/C(=C/c3ccc([N+](=O)[O-])s3)C2=O)cc1,1%,?,25%,-29%,·,1%,179%[activator],·
C=CCN(CC=C)C(=O)Nc1ccc(OCC)cc1,-2%,i,4%,-14%,?,-3%,20%,0%
NS(=O)(=O)c1ccc(N=Nc2c(O)[nH]c(=S)[nH]c2=O)cc1,-24%,-4%,-1%,-1%,·,?,0%,49%[activator]
COc1ccc2c(c1)CC1(CN2C)C(=O)NC(=O)N(CCc2ccccc2)C1=O (configuration not stated),4%,-6%,-7%,-7%,1%[15.4 µM],-2%,11%,2%
Cc1oc(-c2ccccc2F)nc1CS(=O)CC(=O)N1CCC2(CC1)OCCO2 (configuration not stated),-1%,-1%,7%,3%,7%,-1%,4%,1%
O=C(c1cc(S(=O)(=O)N2CCOCC2)ccc1F)N1CCC2(CC1)OCCO2,1%,-3%,1%,-2%,3%,-7%,1%,2%
CCCCCCCCCCCOC(=O)c1ccccc1C(=O)OCCCCCCCCCCC,1%,-3%,5%,·,·,-1%,9%,·

# Entries above that have a carbonyl joined to an NH by a bond outside any ring, in the order listed:
smiles,TR SRC2 fluor cs,RECQ1 inh,TRb SRC2 PPI,GAA glycogen mod,GAA inh,aGlu spleen mod,GoLoco inh red,L3MBTL1 inh
O=C(Nc1nc(-c2ccccc2)c(-c2ccccc2)s1)c1ccc(S(=O)(=O)N(CCCl)CCCl)cc1,-1%,i,-2%,10%,-5%,-2%,-2%,-7%
Cc1cc(NC(=O)COC(=O)c2c(C)nn(Cc3ccccc3)c2C)no1,0%,-11%,2%,6%,-15%,2%,-23%,·
O=C(COC(=O)Cc1ccccc1)Nc1ccc(F)cc1,1%,-2%,-3%,-17%,11%,-2%,5%,6%
C=CCN(CC=C)C(=O)Nc1ccc(OCC)cc1,-2%,i,4%,-14%,?,-3%,20%,0%

# (list continues)
smiles,TR SRC2 fluor cs,RECQ1 inh,TRb SRC2 PPI,GAA glycogen mod,GAA inh,aGlu spleen mod,GoLoco inh red,L3MBTL1 inh
NC(N)=NOCC[C@H](N)C(=O)O,-1%,-8%,-4%,·,·,4%,12%,·
CCC(C)N1Cc2ccccc2C1=N (configuration not stated),1%,-2%,5%,3%,4%,2%,0%,0%
CN1CCN(c2c(N)c(=O)oc3ccccc23)CC1,0%,-6%,10%,24%,-3%,5%,-3%,·
CCN(CC)CCN1Cc2ccccc2C1=N,6%,-4%,5%,-2%,-1%,15%,3%,1%
N#Cc1cc2c(nc1SCC(=O)Nc1cc(Cl)cc(Cl)c1)C1CCN2CC1,0%,-4%,-2%,8%,?,-7%,4%,1%
C=Cc1ccc(Cn2c(C(=O)O)c(C=O)c3ccccc32)cc1,0%,i,-1%,-6%,2%,-3%,12%,·
O=C1NC(=O)N(c2cccc(Br)c2)C(=O)/C1=C/c1ccsc1,4%,-18%,0%,-3%,-3%,-1%,54%[activator],·
CC(=NCCCn1ccnc1)c1c(O)n(-c2ccccc2)c(=O)[nH]c1=O,1%,15%,1%,-2%,·,-2%,2%,·
CCOP(=O)(OCC)C(NC(=O)CC(C)C)C(Cl)(Cl)Cl (configuration not stated),-2%,i,3%,27%,?,-12%,4%,1%
O=C(NCc1ccc(C(=O)N2CCC3(CC2)OCCO3)cc1)c1cccc(Br)c1,0%,3%,4%,-1%,-2%,1%,-13%,7%
Cc1cc(C=C2C(=O)NC(=O)NC2=O)c(C)n1-c1ccc2c(c1)OCO2,3%,-14%,1%,12%,-7%,-8%,26%,-14%
Nc1c(C(=O)NCc2ccco2)c2nc3ccccc3nc2n1CCN1CCOCC1,-7%,-14%,0%,9%,14%,12%,-5%,·
CSC(=Nc1ccccc1)c1c(O)n(C)c(=O)n(C)c1=O,17%,-28%,-20%,-17%,-9%,2%,2%,-9%
C=C[C@]12CN(C)[C@H]3C1[C@@]1(C(=O)Nc4ccccc41)[C@H]1C[C@H]2[C@H]3CO1,-1%[53 µM],-3%[25.9 µM],0%[53 µM],·,·,-3%[29.1 µM],12%[21.6 µM],·
CC1(C)S[C@@H]2[C@H](N)C(=O)N2C1C(=O)O (some centres not stated),-3%,i,12%,·,·,3%,6%,·
O=c1cc(-c2ccc(O)c(O)c2)oc2c(C3O[C@H](CO)[C@@H](O)[C@H](O)[C@H]3O)c(O)cc(O)c12 (some centres not stated),?,-15%,16%,4.5µM*,?,-16%,5%,10µM*
CC(=NCCN1CCOCC1)c1c(O)n(Cc2ccccc2)c(=O)[nH]c1=O,3%,i,-25%,20%,0%,0%,2%,30%
CCn1cc(CN2CCCC(C(=O)c3sccc3C)C2)cn1 (configuration not stated),-4%,i,3%,5%,·,6%,3%,3%
C/C(=N\Nc1ccccc1)c1c(O)n(C)c(=O)n(C)c1=O,13%,-4%,-3%,?,4%,-3%,9%,8%
CCCCNC(=O)NC(C(N)=O)P(=O)(OCC)OCC (configuration not stated),-4%,-16%,-3%,8%,·,-1%,6%,8%
O=C(Nc1ccc(Br)cc1)c1cc(Br)cc(Br)c1O,-18%,i,21%,·,·,-7%,9%,·

# Complete entries from above. Order of screens: TR SRC2 fluor cs	RECQ1 inh	TRb SRC2 PPI	GAA glycogen mod	GAA inh	aGlu spleen mod	GoLoco inh red	L3MBTL1 inh
# CCC(=NCCCn1ccnc1)c1c(O)n(Cc2ccccc2)c(=O)[nH]c1=O is entered as 0%	-10%	4%	14%	-3%	3%	-2%	·
# Nc1cc(Cl)ccc1O is entered as -1%	4%	-1%	·	·	10%	-11%	·

# Source: PubChem (National Center for Advancing Translational Sciences (NCATS))
